CHT block – inhibitors of human choline transporter CHT; High affinity choline transporter 1 (Homo sapiens), Q9GZV3; CHT-expressing cells, membrane potential dye, choline response; hits give low values; B-score at 10 µM; actives 0.86% (n = 310,000);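 active = B-score over 3 SD under the library average, and starting fluorescence ratio not unusually high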;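 also: choline stimulus applied at its EC90 after an EC20 pre-addition; B-score computed on integrated fluorescence ratio after choline addition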
Target sequence (Q9GZV3 whole entry, looked up): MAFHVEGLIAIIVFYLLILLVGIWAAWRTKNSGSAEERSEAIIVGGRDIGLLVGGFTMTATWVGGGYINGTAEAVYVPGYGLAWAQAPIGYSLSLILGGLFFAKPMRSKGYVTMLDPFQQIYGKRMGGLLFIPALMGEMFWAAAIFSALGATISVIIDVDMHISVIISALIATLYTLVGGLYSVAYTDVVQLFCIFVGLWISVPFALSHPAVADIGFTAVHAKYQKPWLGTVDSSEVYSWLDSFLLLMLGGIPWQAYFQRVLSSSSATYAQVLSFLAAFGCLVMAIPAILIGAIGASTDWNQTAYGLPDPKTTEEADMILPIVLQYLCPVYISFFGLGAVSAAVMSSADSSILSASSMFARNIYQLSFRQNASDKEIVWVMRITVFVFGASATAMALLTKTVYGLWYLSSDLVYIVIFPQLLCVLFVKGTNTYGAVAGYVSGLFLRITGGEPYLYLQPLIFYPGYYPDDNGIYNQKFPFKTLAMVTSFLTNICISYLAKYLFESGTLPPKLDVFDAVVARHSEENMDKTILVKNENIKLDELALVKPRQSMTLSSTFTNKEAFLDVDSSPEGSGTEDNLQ
KCNQ2 inh – KCNQ2 potassium channel inhibitors, primary screen, cell-based, CHO-K1, FluxOR thallium flux, B-score (AID 2156); Potassium voltage-gated channel subfamily KQT member 2 (Rattus norvegicus), O88943; 20 min; hits give low values; B-score at 10 µM; actives 1.1% (n = 310,000);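 active = fluorescence ratio B-score at most minus 3 library SDs, with starting brightness B-score within 2 library SDs, cut at about -5.5 in these data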
Numbers without * were called inactive.

How did Cc1ccc(CN2CCN(Cc3cc(=O)c4ccccc4[nH]3)CC2CCO)o1 (stereo unspecified) do in these assays?
CHT block: inactive; KCNQ2 inh: inactive

What do the screens show for `CCOC(=O)NC(=O)CSc1ccc2ccccc2n1`?
CHT block: inactive; KCNQ2 inh: inactive

Results for CCC(=O)N1CCN(c2ccc(NC(=S)NC(=O)COc3ccccc3)cc2)CC1 ?
CHT block: inactive; KCNQ2 inh: inactive

What do the screens show for `CS(=O)(=O)N(CC(=O)N1CCN(c2ccccc2)CC1)Cc1ccc(Cl)cc1`?
CHT block: inactive; KCNQ2 inh: inactive

What do the screens show for `COc1ccc(NC(=O)CN(C)C(=O)c2cc(C)on2)cc1`?
CHT block: inactive; KCNQ2 inh: inactive

Results for CCN(CCn1cccn1)C(=O)CCc1nnc(C2CCCCC2)o1 ?
CHT block: inactive; KCNQ2 inh: inactive

Results for Cc1cccc(C)c1NC(=O)c1cccc(N2C(=O)C3CCC(C)CC3C2=O)c1 (stereo unspecified) ?
CHT block: inactive; KCNQ2 inh: inactive

Results for CSc1cccc(NC(=O)C2CCCN2S(=O)(=O)c2ccc3c(c2)CCC(=O)N3)c1 (stereo unspecified) ?
CHT block: inactive

Results for O=C(NCCCN1CCCC1=O)Nc1ccc(F)c(Cl)c1 ?
CHT block: inactive; KCNQ2 inh: inactive

Results for CC1=NN(C(C#N)c2ccccc2)C(c2ccccc2)C1 (stereo unspecified) ?
CHT block: inactive; KCNQ2 inh: inactive

How did COc1ccccc1CNC(=O)COC(=O)c1ccc(Cl)c(N)c1 do in these assays?
CHT block: inactive; KCNQ2 inh: inactive

Results for Cc1cccc(NC(=O)CCSc2ccccn2)c1 ?
CHT block: inactive; KCNQ2 inh: inactive

How did CCCN1Cc2cccc(C(=O)NCc3ccc4c(c3)OCO4)c2C1=O do in these assays?
CHT block: inactive; KCNQ2 inh: inactive

What do the screens show for `Cc1ccccc1Nc1c([N+](=O)[O-])cncc1[N+](=O)[O-]`?
CHT block: inactive; KCNQ2 inh: inactive

Results for COc1cccc(OCCCOc2ccc([N+](=O)[O-])cc2Cl)c1 ?
CHT block: inactive; KCNQ2 inh: inactive

How did O=C(Cc1c(F)cccc1Cl)Nc1cccc(S(=O)(=O)NC2=NCCCCC2)c1 do in these assays?
CHT block: inactive; KCNQ2 inh: inactive

How did CC(C)NS(=O)(=O)c1ccc(CCC(=O)N2CCC(C(N)=O)CC2)cc1 do in these assays?
CHT block: inactive; KCNQ2 inh: inactive

What do the screens show for `COc1cc(C(=O)NC(C)Cc2ccccn2)ccc1OC1CCN(C(C)=O)CC1` (stereo unspecified)?
KCNQ2 inh: inactive

How did O=C(C1CCCN(S(=O)(=O)c2cccc3cccnc23)C1)N1CCN(c2ccc(F)cc2)CC1 (stereo unspecified) do in these assays?
CHT block: inactive; KCNQ2 inh: inactive

Results for CCCn1c(N)c(C(=O)CSc2nc(C)nc3sc(C)c(C)c23)c(=O)[nH]c1=O ?
CHT block: inactive; KCNQ2 inh: inactive

How did COc1ccccc1/C=C1\SC(=S)N(CC(=O)NC2CCS(=O)(=O)C2)C1=O (stereo unspecified) do in these assays?
CHT block: inactive; KCNQ2 inh: inactive

What do the screens show for `Oc1c(C=C2N=c3ccccc3=N2)sc(=S)n1C1CCCCC1`?
CHT block: inactive; KCNQ2 inh: inactive

Results for CCOC(=O)c1c(C)c(-c2ccccc2)n(CC(=O)NCCCN(CC)CC)c1C ?
CHT block: inactive; KCNQ2 inh: inactive

Results for COc1cccc(-c2onc3ccc(C(=O)/C=C/N(C)C)cc23)c1 ?
CHT block: inactive; KCNQ2 inh: inactive

How did COc1cc(C(=O)NNC2=CC(=O)CC(C)(C)C2)cc(OC)c1OC do in these assays?
CHT block: inactive; KCNQ2 inh: inactive

Results for O=C1C2CCCCN2C(=O)N1CCCCN1CCN(c2cccc(Cl)c2)CC1 (stereo unspecified) ?
CHT block: inactive; KCNQ2 inh: inactive

How did CCCC(=O)Nc1ccc(C(=O)NN2C(=O)c3ccccc3C2=O)cc1 do in these assays?
CHT block: inactive; KCNQ2 inh: inactive

What do the screens show for `C/C(Cn1nnc2ccccc21)=N\NC(=O)c1cccc(Br)c1`?
CHT block: inactive; KCNQ2 inh: inactive

How did O=C(CCNC(=O)c1ccccc1Cl)Nc1ccc2c(c1)OCO2 do in these assays?
CHT block: inactive; KCNQ2 inh: inactive

Results for COCCCNC(=O)c1ccc(Cn2c(=O)c3ccccc3n(Cc3ccc(C)cc3)c2=O)cc1 ?
CHT block: inactive; KCNQ2 inh: inactive

What do the screens show for `CCOc1ccc(/C(O)=C2/C(=O)C(=O)N(CCCN3CCOCC3)C2c2ccc(C)cc2)cc1C` (stereo unspecified)?
CHT block: inactive; KCNQ2 inh: inactive

What do the screens show for `CCc1cccc(C)c1Nc1nc2ccccc2n2cnnc12`?
CHT block: inactive; KCNQ2 inh: inactive

Results for CCC(C)CCN1CCN=C1N(C)C (stereo unspecified) ?
CHT block: inactive

How did CCOCc1nnc(NC(=O)c2ccc3c(c2)OCO3)s1 do in these assays?
CHT block: inactive; KCNQ2 inh: inactive

What do the screens show for `COc1cccc(C2=CC(c3cccc(OC)c3OC)n3nnnc3N2)c1` (stereo unspecified)?
CHT block: inactive; KCNQ2 inh: inactive

How did COC(=O)CC(NC(=O)Nc1ccccc1F)c1ccc2c(c1)OCO2 (stereo unspecified) do in these assays?
CHT block: inactive; KCNQ2 inh: inactive

What do the screens show for `N#CCO/N=C/C(=O)Nc1ccc(F)cc1F`?
CHT block: inactive; KCNQ2 inh: inactive

How did COc1ccc(OC)c(NC(=O)C2C(C(=O)O)C3(Cl)C(Cl)=C(Cl)C2(Cl)C3(Cl)Cl)c1 (stereo unspecified) do in these assays?
CHT block: inactive; KCNQ2 inh: inactive

How did Cn1c(=O)c2c(nc(CN3CCN(C(=O)c4ccco4)CC3)n2CCc2ccccc2)n(C)c1=O do in these assays?
CHT block: inactive; KCNQ2 inh: inactive

How did CC(C)c1c(C(=O)N/N=C/c2ccc(OCc3ccc(F)cc3)cc2)nnn1-c1nonc1N do in these assays?
CHT block: inactive; KCNQ2 inh: inactive

Results for CCOc1ccc(CCNC(=O)c2cc3c(s2)CS(=O)(=O)C3)cc1OCC ?
CHT block: inactive; KCNQ2 inh: inactive

Results for O=C(Nc1ccc(C(=O)N2CCC(N3CCCC3)CC2)cc1)c1ccc(Br)o1 ?
CHT block: inactive

What do the screens show for `COc1ccc2nc(/N=C/c3c(C)[nH]n(-c4ccc(C)cc4)c3=O)sc2c1`?
CHT block: inactive; KCNQ2 inh: inactive

How did CC(=O)c1ccc(NC(=O)CSc2ccc(-c3ccc(-n4cccn4)cc3)nn2)cc1 do in these assays?
CHT block: inactive; KCNQ2 inh: inactive

Results for CCn1c(SCC(=O)NCC(=O)Nc2ccc(F)cc2)nnc1-c1ccncc1 ?
CHT block: inactive; KCNQ2 inh: inactive

How did CCn1cnc2scc(-c3ccc(OC)cc3)c2c1=O do in these assays?
CHT block: inactive; KCNQ2 inh: inactive

What do the screens show for `CCOC(=O)C(=O)Nc1nnc(C2CCCCC2)s1`?
CHT block: inactive; KCNQ2 inh: inactive

Results for O=C(NCCC1CCCCN1S(=O)(=O)c1ccccc1)C(=O)NCc1cccnc1 (stereo unspecified) ?
CHT block: inactive; KCNQ2 inh: inactive

Results for COc1ccc(-n2c(=O)[nH]cc(C(=O)N3CCc4ccccc43)c2=O)cc1 ?
CHT block: inactive; KCNQ2 inh: inactive

What do the screens show for `O=C(C(Cc1ccccc1)N1C(=O)C2C3C=CC(C3)C2C1=O)N1CCCCCC1` (stereo unspecified)?
CHT block: inactive; KCNQ2 inh: inactive

How did O=C(NCC(c1ccco1)N1CCOCC1)c1cccc([N+](=O)[O-])c1 (stereo unspecified) do in these assays?
CHT block: inactive; KCNQ2 inh: inactive

What do the screens show for `O=C(Cn1cc2c(n1)CCCCC2)Nc1c(F)c(F)cc(F)c1F`?
CHT block: inactive; KCNQ2 inh: inactive

Results for Cc1ccc(S(=O)(=O)N2CCOCC2)cc1NC(=O)COC(=O)c1n[nH]c(=O)c2ccccc12 ?
CHT block: inactive; KCNQ2 inh: inactive

How did CC(C)OC(=O)/C(=C\c1cccnc1)NC(=O)c1ccccc1 do in these assays?
CHT block: inactive; KCNQ2 inh: inactive

What do the screens show for `Cc1cccc(C)c1NC(=O)N1CCN(C2CCCCC2)CC1`?
CHT block: inactive; KCNQ2 inh: inactive

How did Cc1cc(C)c(NC(=O)CS(=O)CC(=O)Nc2cccnc2)c(C)c1 (stereo unspecified) do in these assays?
CHT block: inactive; KCNQ2 inh: inactive

Results for C=CCNC(=O)/C(C#N)=C/c1ccccc1Cl ?
CHT block: inactive; KCNQ2 inh: -6.7*

Results for CC1(N2CCCCC2)C(=O)c2ccccc2C1=O ?
CHT block: inactive; KCNQ2 inh: inactive

How did CCOc1ccccc1-n1c(COc2ccc(C)cc2)nnc1SCC(N)=O do in these assays?
CHT block: inactive; KCNQ2 inh: inactive

Results for COc1ccc(OC)c2[nH]c(=O)c(CCNC(=O)C(=O)c3c[nH]c4ccccc34)cc12 ?
CHT block: inactive; KCNQ2 inh: inactive

3 records drawn at random from those above, as already listed:
Results for COc1ccc(OC)c2[nH]c(=O)c(CCNC(=O)C(=O)c3c[nH]c4ccccc34)cc12 ?
CHT block: inactive; KCNQ2 inh: inactive

How did Cc1cc(C)c(NC(=O)CS(=O)CC(=O)Nc2cccnc2)c(C)c1 (stereo unspecified) do in these assays?
CHT block: inactive; KCNQ2 inh: inactive

What do the screens show for `CCOC(=O)C(=O)Nc1nnc(C2CCCCC2)s1`?
CHT block: inactive; KCNQ2 inh: inactive

Other structures.
What do the screens show for `O=C(Nc1ccccc1-c1ccccc1)c1cccc([N+](=O)[O-])c1`?
CHT block: inactive; KCNQ2 inh: inactive

How did Nc1c(Cl)cc(Cl)cc1C(=O)OCC(=O)NC1CC1 do in these assays?
CHT block: inactive; KCNQ2 inh: inactive

What do the screens show for `CN(C)CCCN(C(=O)c1ccc2c(c1)OCCO2)c1nc2cc3c(cc2s1)OCO3`?
CHT block: inactive; KCNQ2 inh: inactive

How did O=C(Nc1ccccc1)c1cccc(N2C(=O)C3C4C=CC(C5CC45)C3C2=O)c1 (stereo unspecified) do in these assays?
CHT block: inactive; KCNQ2 inh: inactive

Results for CC(Sc1n[nH]c(=O)[nH]c1=O)C(=O)OCc1ccccc1 (stereo unspecified) ?
CHT block: inactive; KCNQ2 inh: inactive

What do the screens show for `COCCN1CCC(CNCc2cn[nH]c2-c2ccc(C)c(C)c2)C1` (stereo unspecified)?
CHT block: inactive; KCNQ2 inh: inactive

What do the screens show for `CCc1ccc(S(=O)(=O)NCCc2csc(-c3ccccc3)n2)s1`?
CHT block: inactive; KCNQ2 inh: inactive

Results for C/C(=N/NC(=O)c1nnn(-c2nonc2N)c1COc1ccccc1)c1ccccc1 ?
CHT block: inactive; KCNQ2 inh: inactive

What do the screens show for `Cc1ccc(NC(=O)CNc2cccc(S(=O)(=O)N3CCOCC3)c2)cc1F`?
CHT block: inactive; KCNQ2 inh: inactive

How did CCCCOc1ccc(-c2nnc(-c3cc[n+](C)cc3)o2)cc1 do in these assays?
CHT block: inactive; KCNQ2 inh: inactive

What do the screens show for `Fc1ccc2[nH]c3c(NCCN4CCOCC4)ncnc3c2c1`?
CHT block: inactive; KCNQ2 inh: inactive

What do the screens show for `CCOC(=O)C1=C(CC)OC(N)=C(C#N)C1c1cc(OC)ccc1OC` (stereo unspecified)?
CHT block: -13*; KCNQ2 inh: inactive

What do the screens show for `COc1ccc(NC(=O)C(CC(=O)O)Cc2ccc(Cl)cc2)cc1` (stereo unspecified)?
CHT block: inactive; KCNQ2 inh: inactive

How did COC(=O)C[C@H]1c2ccccc2S(=O)(=O)N1Cc1ccc(OC)cc1 do in these assays?
CHT block: inactive; KCNQ2 inh: inactive

What do the screens show for `CCC(C)(C)NC(=O)CN(C(=O)CNS(=O)(=O)c1ccc(C)cc1)c1ccc2c(c1)OCCO2`?
CHT block: inactive; KCNQ2 inh: inactive

Results for Cc1ccc(S(=O)(=O)NC(=O)COc2ccc([N+](=O)[O-])cc2)cc1 ?
CHT block: inactive; KCNQ2 inh: inactive

Results for COc1ccc(Cl)cc1C(=O)CSc1nnnn1C1CCCC1 ?
CHT block: inactive

How did CC(C(=O)O)N1C(=O)C2C3CC(C2C1=O)C1C(c2ccccc2)c2sc(=O)[nH]c2SC31 (stereo unspecified) do in these assays?
CHT block: inactive; KCNQ2 inh: inactive

What do the screens show for `Cc1cc(C(C)(C)C)oc1C(=O)O`?
CHT block: inactive; KCNQ2 inh: inactive

What do the screens show for `O=C(O)c1cn(C2CC2)c2cc(N3CCN(S(=O)(=O)c4ccc5c(c4)OCCO5)CC3)c(F)cc2c1=O`?
CHT block: inactive; KCNQ2 inh: inactive

How did CSc1nnc(-c2ccccc2N=Cc2c(C)[nH]n(-c3ccccc3)c2=O)c(=O)[nH]1 do in these assays?
CHT block: inactive; KCNQ2 inh: inactive

Results for Cn1nc(C(C)(C)C)c(NC(=O)c2cccs2)c1C(C)(C)C ?
CHT block: inactive; KCNQ2 inh: inactive

4 structures from above, sorted by SMILES length, lowest first.
What do the screens show for `CCOC(=O)C(=O)Nc1nnc(C2CCCCC2)s1`?
CHT block: inactive; KCNQ2 inh: inactive

Results for COc1cccc(OCCCOc2ccc([N+](=O)[O-])cc2Cl)c1 ?
CHT block: inactive; KCNQ2 inh: inactive

What do the screens show for `COc1cc(C(=O)NC(C)Cc2ccccn2)ccc1OC1CCN(C(C)=O)CC1` (stereo unspecified)?
KCNQ2 inh: inactive

How did CC(C)c1c(C(=O)N/N=C/c2ccc(OCc3ccc(F)cc3)cc2)nnn1-c1nonc1N do in these assays?
CHT block: inactive; KCNQ2 inh: inactive
